rCAG RNA binder: binds r(CAG) RNA repeats. inhibition, % at 3 µM. r(CAG) RNA repeat, TO-PRO-1 dye displacement fluorescence. actives 1.3% (n = 370,000). AID 651821;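 active means inhibition above the plate cutoff, the mean of all test compounds on that plate plus 3 SD, cut at about 35% in these data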;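 further: 0% = DMSO alone and 100% = 100 µM mitoxantrone as full dye displacement; higher means more dye released from RNA so lower well fluorescence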
TDP2 absorb: TDP2 (human) inhibition, absorbance primary screen. actives 0.34% (n = 370,000). recombinant TDP2, T5PNP hydrolysis, p-nitrophenol absorbance 415 nm. O95551. inhibition, % at 12.8 µM. AID 720702;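 active means inhibition above the mean of all tested compounds plus 3 SD, set per campaign, cut at about 25% in these data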;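 further: 0% = DMSO with enzyme and 100% = buffer with substrate but no TDP2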
Target sequence (O95551 whole entry, looked up): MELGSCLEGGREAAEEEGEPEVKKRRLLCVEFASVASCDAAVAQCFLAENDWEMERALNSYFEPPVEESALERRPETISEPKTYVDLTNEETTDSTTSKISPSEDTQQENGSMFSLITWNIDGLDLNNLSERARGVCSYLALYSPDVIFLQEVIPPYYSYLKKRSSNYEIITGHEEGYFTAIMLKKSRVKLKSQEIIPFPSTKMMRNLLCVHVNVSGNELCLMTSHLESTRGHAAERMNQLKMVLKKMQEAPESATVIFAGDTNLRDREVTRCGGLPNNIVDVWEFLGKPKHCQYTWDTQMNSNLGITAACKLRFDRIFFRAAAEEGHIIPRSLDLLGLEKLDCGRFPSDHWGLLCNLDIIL
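Read-out basis: percent inhibition. System: recombinant human TDP2. Buffer or medium: Mg2+-containing Tris-HCl buffer, pH 7.5. Repeats: single replicate. Timing: reaction 2 h, 37 °C. Benchmarks: high control without enzyme, low control DMSO plus TDP2. Probe or stimulus: 5 mM T5PNP. Doses: 12.8 µM only. Measured by: epi absorbance of p-nitrophenol freed from T5PNP by hydrolysis.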
PRMT1 FP inh: PRMT1 (human) inhibition, primary screen; Q99873; recombinant PRMT1, activity-based probe fluorescence polarization; inhibition, % at 2.79 µM; actives 1.3% (n = 370,000); AID 652257;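 active means inhibition above about 21% made by adding two undisclosed values, limit read from the data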
Rev-erbA mod: modulators of human Rev-erb alpha DNA binding. P20393. Rev-erbα–FITC-DNA binding, fluorescence polarization, 90 min. activity, % at 10 µM. actives 0.79% (n = 370,000). AID 1259318;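 active means activity above about 14%, limit read from the data; passing the limit was not always enough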;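 further: 0% = DMSO wells with 35 nM protein and 100% = DMSO wells with 750 nM protein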
SIAE inh: blocks human sialic acid acetylesterase | SIAE FP-Rh probe binding, fluorescence polarization | actives 0.69% (n = 370,000) | AID 1053197 | inhibition, % at 9.66 µM | Q9HAT2;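 active means inhibition above a cutoff: mean of compounds within the control limits plus 3 SD of those, cut at about 17% in these data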;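 further: 0% = plate median of compound wells and 100% = probe without SIAE protein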
Target sequence (Q9HAT2 whole entry, looked up): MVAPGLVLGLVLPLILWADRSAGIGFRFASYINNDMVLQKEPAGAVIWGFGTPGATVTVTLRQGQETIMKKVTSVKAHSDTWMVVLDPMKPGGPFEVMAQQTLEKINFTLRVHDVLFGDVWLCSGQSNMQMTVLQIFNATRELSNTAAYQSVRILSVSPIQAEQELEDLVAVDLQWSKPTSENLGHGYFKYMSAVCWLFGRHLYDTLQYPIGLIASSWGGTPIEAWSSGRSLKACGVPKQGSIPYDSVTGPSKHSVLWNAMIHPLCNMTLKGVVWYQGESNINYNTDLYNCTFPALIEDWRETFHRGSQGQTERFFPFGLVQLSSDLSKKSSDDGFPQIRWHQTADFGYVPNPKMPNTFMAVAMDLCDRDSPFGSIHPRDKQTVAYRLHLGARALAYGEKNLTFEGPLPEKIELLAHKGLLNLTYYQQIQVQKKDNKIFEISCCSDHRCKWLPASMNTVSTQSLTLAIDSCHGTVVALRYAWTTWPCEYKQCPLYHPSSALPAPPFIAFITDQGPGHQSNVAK
PG9 binder: small molecules binding HIV-1 gp120 antibody PG9. TR-FRET gp120-PG9 antibody binding. inhibition, % at 6.7 µM. actives 0.43% (n = 360,000). AID 624416; in the data active means inhibition above about 8.5%
ABHD4 inh: inhibitors of mouse ABHD4 | Q8VD66 | purified mABHD4, FP-Rh probe fluorescence polarization | inhibition, % at 8.92 µM | actives 0.54% (n = 370,000);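 active means inhibition exceeding the mean over every tested compound plus 3 SD, cut at about 30% in these data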;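 further: 0% = plate median of compound wells and 100% = S159A mutant with DMSO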
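Test system: mouse ABHD4 enzyme, wild type. Reagent: FP-Rh fluorescent activity-based probe, added after compound pre-incubation. Timing: pre-incubation 45 min, probe exposure 60 min, at 25 °C. Technique: FP readout, ex 525 nm / em 598 nm. Benchmarks: high control S159A mutant with DMSO, low control median of compound wells.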
TCR CD3 inh: inhibitors of human TCR-CD3 interaction. TAMRA-labeled TCR probe fluorescence, biochemical. inhibition, % at 9.4 µM. actives 0.37% (n = 360,000). AID 651800; in the data active means inhibition above about 19%;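 further: recombinant mutant TCR 2C K166C tagged with TAMRA read by polarization; 0% = receptor in buffer alone and 100% = receptor with positive control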
LEDGF integ inh: blocks HIV-1 LEDGF/p75-dependent DNA integration; TR-FRET IN-LEDGF/p75 DNA integration, Eu/Cy5; inhibition, % at 3.7 µM; actives 0.64% (n = 370,000);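 active means inhibition above the screen-wide mean plus 3 SD, cut at about 13% in these data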;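 further: signal is the Cy5 over europium emission ratio at 671 and 618 nm; 0% = plate median of compound wells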
HTRA1 inhibitor: blocks human HTRA1 serine peptidase | inhibition, % at 5.96 µM | Q92743 | recombinant HTRA1, FP-rhodamine activity-based probe, fluorescence polarization | actives 0.5% (n = 340,000) | AID 504803; in the data active means inhibition above about 36%;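 further: 0% = enzyme with DMSO and 100% = wells lacking enzyme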
Active calls of the source: *; · = not tested or not shown; & = joins results of further samples.

Below each compound: PG9 binder	HTRA1 inhibitor	rCAG RNA binder	TCR CD3 inh	PRMT1 FP inh	LEDGF integ inh	SIAE inh	ABHD4 inh	Rev-erbA mod	TDP2 absorb
COc1ccc(-c2cc(=O)oc3c(C)c(OCC(=O)NCC4CCC(C(=O)O)CC4)ccc23)cc1 (stereo unspecified)
    -1.5	-1	1	-9	5	0	2	-10	5	6
COc1ccc(S(=O)(=O)N(C)C)cc1NC(=O)CSc1ncccn1
    0.3	-4	1	-1	-2	3	1	0	-6	14
CC(C)C(=O)NS(=O)(=O)c1ccc(NS(C)(=O)=O)cc1
    -1.9	-3	1	-7	-8	2	2	-1	1	-5
COc1ccc(NC(=O)c2ccc3c(c2)OCO3)cc1S(=O)(=O)N1CCOCC1
    0.2	4	2	-1	-1	-1	-1	-4	4	7
CC(CN1CCN(C)CC1)OC(=O)c1ccccc1 (stereo unspecified)
    2.9	3	-1	-5	0	0	6	-5	1	4
CC(C)(C)c1ccc(NC(=O)C2=CN3CCS(=O)(=O)N=C3C=C2)cc1
    2.4	11	0	-5	-2	-3	2	5	-1	11
Cc1c(N)c(=O)n(-c2ccccc2)n1C
    -1.8	1	2	4	-2	1	8	-3	-2	-8
CC[N+](CC)(CC)CCOc1ccc(/C=C/c2ccccc2)cc1
    -2.1	-2	8	1	-2	7	-3	3	1	-7
CN(C(=O)c1ccccc1)c1nccnc1C#N
    -3.0	2	3	4	1	-6	-13	0	-4	-6
Cc1ccccc1-n1nnnc1SCc1cc(=O)n2ccsc2n1
    -2.9	7	-4	1	2	0	-4	5	-5	-4
CN(C)c1ccc(C2(c3ccc(N(C)C)cc3)OC(=O)c3cc(N)ccc32)cc1
    -3.3	14	5	7	-4	-1	5	9	-1	2
CSCC[C@H](NC(=O)N1CCn2c1nc1ccccc12)C(=O)NCc1ccc(F)cc1
    -0.4	-13	-2	6	-2	4	-5	12	-7	-8
COc1ccc(C(=O)Nc2cccnc2Sc2ccc(Cl)cc2)cc1
    2.9	·	-2	7	3	-2	-2	-10	-6	-15
CC(C)n1nnnc1SCC(=O)NCCc1ccccc1
    -0.6	-1	-3	8	1	-1	0	5	2	7
Cc1ccc(C)c2[nH]c(=O)c(CCNS(=O)(=O)c3ccccc3)cc12
    -1.5	-1	1	1	-1	2	-5	-2	-3	-1

Copied from the list:
Rev-erbA mod result of COc1ccc(S(=O)(=O)N(C)C)cc1NC(=O)CSc1ncccn1 : -6
SIAE inh result of CC(CN1CCN(C)CC1)OC(=O)c1ccccc1 (stereo unspecified) : 6

Results in SIAE inh (2 entries from above):
Structure,SIAE inh
CSCC[C@H](NC(=O)N1CCn2c1nc1ccccc12)C(=O)NCc1ccc(F)cc1,-5
COc1ccc(C(=O)Nc2cccnc2Sc2ccc(Cl)cc2)cc1,-2

Other compounds follow:
Below each compound: PG9 binder	HTRA1 inhibitor	rCAG RNA binder	TCR CD3 inh	PRMT1 FP inh	LEDGF integ inh	SIAE inh	ABHD4 inh	Rev-erbA mod	TDP2 absorb
COCCNC(=O)c1oc2ccc3c(c2c1C)C(O)CC(C)(C)O3 (stereo unspecified)
    -1.8	4	2	4	-9	5	-6	-2	-4	0
O=C(CSc1ccccn1)Nc1ccc2c(c1)OCCO2
    0.6	-5	-1	-5	5	-1	-4	-8	-1	-8
C[C@H](CO)N1C[C@H](C)[C@@H](CN(C)Cc2ccc(C(=O)Nc3ccccc3N)cc2)Oc2c(NC(=O)C3CCCCC3)cccc2C1=O
    -0.4	-20	-1	1	1	-1	6	0	-5	10
O=C(CN1CCN(S(=O)(=O)c2ccc(F)c(Cl)c2)CC1)N1CCc2ccccc2C1
    0.8	-10	2	3	4	-1	2	7	0	3
CCC(c1nnnn1C(C)C)N1CCN(C2CCCC2)CC1 (stereo unspecified)
    -0.2	8	-2	11	-1	-3	-1	2	1	1
CCOC(=O)/C(=N/Nc1ccccc1OC)N1CCCc2ccccc21
    1.5	2	-5	4	-2	0	6	-4	-1	15
CSc1ccccc1C(=O)Nc1ccc(S(=O)(=O)NC2=NCCCCC2)cc1
    0.8	-7	2	6	-2	1	-1	-4	2	5
CC(=O)NC1C(Oc2ccc(C=O)cc2)OC(COC(C)=O)C(OC(C)=O)C1OC(C)=O (stereo unspecified)
    0.0	-5	-3	11	-3	-1	-3	-1	-1	4
CC(C(=O)O)N1C(=O)CSC1=S (stereo unspecified)
    -3.0	-35	0	0	3	-1	-14	-72	-2	-8
CSc1n[nH]c(=O)n1C1CCCCC1
    -1.9	-1	0	2	-1	3	0	-9	0	-9
CCCS(=O)(=O)N1CCC(C(=O)NCCN2CCCC2)CC1
    0.0	-7	1	2	-1	-1	6	3	-2	-2
Cc1ccc(Cn2nc(C)c(NC(=O)CCCn3nc([N+](=O)[O-])c(Cl)c3C)c2C)cc1
    -0.2	-1	-5	7	-3	1	1	9	2	2
Cc1ccc(C)c(OCc2cc(C(=O)N3CCN(C4CCCCC4)CC3)no2)c1
    0.6	-24	9	5	2	-1	-3	-3	6	1
Cc1ccc(-c2nn(-c3ccccc3)cc2C(=O)NCCCN2CCOCC2)cc1
    -0.1	1	-5	2	1	-1	3	-9	-6	4
CC(=O)c1cnc2nc(SCc3ccccc3)nn2c1C
    -3.4	7	-5	0	-5	9	3	3	3	-7

4 successive entries out of the list so far, quoted:
Below each compound: PG9 binder	HTRA1 inhibitor	rCAG RNA binder	TCR CD3 inh	PRMT1 FP inh	LEDGF integ inh	SIAE inh	ABHD4 inh	Rev-erbA mod	TDP2 absorb
C[C@H](CO)N1C[C@H](C)[C@@H](CN(C)Cc2ccc(C(=O)Nc3ccccc3N)cc2)Oc2c(NC(=O)C3CCCCC3)cccc2C1=O
    -0.4	-20	-1	1	1	-1	6	0	-5	10
O=C(CN1CCN(S(=O)(=O)c2ccc(F)c(Cl)c2)CC1)N1CCc2ccccc2C1
    0.8	-10	2	3	4	-1	2	7	0	3
CCC(c1nnnn1C(C)C)N1CCN(C2CCCC2)CC1 (stereo unspecified)
    -0.2	8	-2	11	-1	-3	-1	2	1	1
CCOC(=O)/C(=N/Nc1ccccc1OC)N1CCCc2ccccc21
    1.5	2	-5	4	-2	0	6	-4	-1	15

Continuation:
Below each compound: PG9 binder	HTRA1 inhibitor	rCAG RNA binder	TCR CD3 inh	PRMT1 FP inh	LEDGF integ inh	SIAE inh	ABHD4 inh	Rev-erbA mod	TDP2 absorb
COc1cccc(-c2cc3c(=O)n(-c4ccccc4)c(=S)[nH]c3s2)c1
    5.9	-4	12	6	0	1	-5	1	0	2
NS(=O)(=O)c1ccc(NC(=O)CSc2nnc(NC3CC3)s2)cc1
    -2.5	2	-1	15	0	3	3	4	-8	16
CC(OCC(O)CN1CCN(S(=O)(=O)c2ccc(Cl)cc2)CC1)c1ccc(Cl)cc1 (stereo unspecified)
    1.2	-18	3	8	1	-2	0	4	-2	-2
CCCCC(=O)Nc1cc(OC)c(NC(=S)Nc2ccc(OC)cc2)cc1OC
    -1.1	0	-2	6	4	-1	8	10	8	17
Cc1ccc(/C=N/NC(=O)c2cc(C3CC3)nc3ccccc23)o1
    -1.4	-8	4	0	-1	-2	4	-6	0	-1
CNCCC(Oc1ccc(C(F)(F)F)cc1)c1ccccc1 (stereo unspecified)
    -0.8	7	13	4	-3	-1	-5	6	-1&4	1
CNc1sc(C(=O)c2ccc(F)cc2)c(N)c1-c1nc2ccccc2s1
    -3.1	19	19	5	2	0	-3	32*	-3	12
CC1=C([N+](=O)[O-])C(c2ccc(Cl)cc2)NC(=O)N1C (stereo unspecified)
    -2.2	7	-2	-4	-2	2	4	8	0	-5
COCCC(=O)N1CCC(Oc2ccc(C(=O)NC3CCCCC3)cc2)CC1
    -0.5	0	-8	1	-1	-2	0	-2	1	2
COCCN=C1Sc2nc3c(C)cccc3cc2CN1Cc1ccco1
    -1.7	-48	18	-7	29*	2	-7	-1	8	-7
Cc1cc2c(cc1S(=O)(=O)NCc1ccc(Cl)cc1)OCC(=O)N2
    -1.1	-5	2	3	-1	1	3	-1	6	-1
CCn1c(=O)c([N+](=O)[O-])c(N2CCOCC2)c2ccccc21
    0.0	7	0	7	-4	0	0	7	-4	4
Cc1ccnc(NC(=O)CNC(=O)C23CC4CC(CC(C4)C2)C3)c1
    1.8	0	0	-8	2	1	-3	-8	-1	-13
CC(C)CC(N)c1csc(Nc2cc(Oc3ccccc3)ncn2)n1 (stereo unspecified)
    -3.4	·	11	-3	-1	9	-3	4	6	-10
CNS(=O)(=O)c1ccc(C(=O)NCC(=O)NC(C)c2cccs2)cc1 (stereo unspecified)
    0.3	10	2	3	0	2	4	-1	-9	7

Below each compound: PG9 binder	HTRA1 inhibitor	rCAG RNA binder	TCR CD3 inh	PRMT1 FP inh	LEDGF integ inh	SIAE inh	ABHD4 inh	Rev-erbA mod	TDP2 absorb
Cc1ccc(S(=O)(=O)N(Cc2cc3ccccc3[nH]c2=O)c2cccc(C)c2)cc1
    0.2	-4	-2	-10	0	-1	-7	7	11	1
Cc1cnc(NS(=O)(=O)c2ccc(N)cc2)nc1-c1ccccc1O
    -1.4	-3	3	0	1	-1	-3	0	-3	4
COc1ccccc1Oc1nc(C)c(C(C)=O)cc1C#N
    -1.7	3	-4	4	-3	4	1	-1	8	-1
Cc1ccc(S(=O)(=O)N2CCN(c3ncnc4c3cnn4-c3ccccc3)CC2)cc1
    -0.5	-3	4	2	2	-3	0	3	2	-10
c1ccc(Oc2nc(-c3ccccn3)nc3ccccc23)cc1
    0.1	·	-6	-9	2	-10	-8	2	-1	-17
O=C(C1CCCCCC1)N1CC[C@@H](N2CCC(O)CC2)[C@H](O)C1
    -0.4	5	-2	3	-4	2	3	-1	0	0
COc1ccc(CCNC(=O)CN(c2ccccc2)S(C)(=O)=O)cc1
    0.6	-1	-3	2	-1	2	8	-3	-4	8
Cc1cn[nH]c1
    0.4	-3	2	-3	3	-1	-6	0	-1&0	-7
CCN(CC)C(=O)N1CCN(c2c([N+](=O)[O-])c(=O)oc3ccccc23)CC1
    -0.6	-5	1	4	-2	0	-2	-4	-2	-2
Cn1nnnc1SCC(=O)NNC(=O)c1ccc(Cl)cc1
    -1.4	-3	1	4	-3	0	4	-2	-1	0

From PubChem BioAssay

A portion of the library, so the mix of outcomes need not match the whole.
